CHRM1 antagonist: blocks human M1 muscarinic receptor | P11229 | CHO-K1 hM1, Fluo-8 calcium fluorescence, ACh EC80 antagonist | inhibition, % at 3 µM | actives 1.3% (n = 360,000) | AID 588852;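 active means percent inhibition above its own plate's cutoff, namely the mean of that plate's compound wells plus 3 SD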;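 further: peak over basal fluorescence ratio during 140 s after agonist addition; 0% = ACh EC80 plus DMSO and 100% = DMSO alone without agonist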
Target sequence (P11229 whole entry, looked up): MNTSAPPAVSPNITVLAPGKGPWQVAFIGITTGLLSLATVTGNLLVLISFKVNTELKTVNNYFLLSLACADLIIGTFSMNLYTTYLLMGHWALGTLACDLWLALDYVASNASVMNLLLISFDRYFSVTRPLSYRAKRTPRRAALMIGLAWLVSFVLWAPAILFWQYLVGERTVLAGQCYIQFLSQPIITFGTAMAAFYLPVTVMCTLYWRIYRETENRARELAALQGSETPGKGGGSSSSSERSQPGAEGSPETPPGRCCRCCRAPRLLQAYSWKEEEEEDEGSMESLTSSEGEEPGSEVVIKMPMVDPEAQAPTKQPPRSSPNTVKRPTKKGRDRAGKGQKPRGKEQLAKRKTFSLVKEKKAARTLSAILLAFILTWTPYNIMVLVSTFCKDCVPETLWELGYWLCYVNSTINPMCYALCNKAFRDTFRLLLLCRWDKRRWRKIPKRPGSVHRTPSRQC
M1 ag: human M1 muscarinic receptor agonism; CHO-K1 hM1, Fluo-8 calcium fluorescence, agonist mode; 0% DMSO, 100% acetylcholine EC100; activation, % at 3 µM; actives 0.33% (n = 360,000); AID 588814;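 active means activation above the run's mean compound activation plus 3 SD, cut at about 16% in these data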;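 further: peak over basal fluorescence ratio within a 140 s kinetic read after compound addition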
TAAR1 agonist: agonists of human TAAR1 | CHO RD-HGA16 TAAR1, Fluo-8 calcium fluorescence; vehicle wells 0%, saturating PEA agonist 100% | Q96RJ0 | actives 0.99% (n = 360,000) | activation, % at 3 µM;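 active means activation above the mean activation of all test compounds in the run plus 3 SD, cut at about 38% in these data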
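Assay system: CHO-derived RD-HGA16 cells with stable Gα16 and human TAAR1; timing: 17-24 h seeding, 75 min 37 °C dye, 30 min RT; read-out: % activation from peak over basal fluorescence ratio, DMSO-to-PEA scaled; measured by: kinetic Fluo-8 calcium fluorescence; benchmarks: low control DMSO, high control PEA (EC100); doses: 3 µM single concentration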
OXTR agonist: activates the human oxytocin receptor; P30559; CHO-OTR cells, Fluo-8 calcium fluorescence; normalized: DMSO 0%, oxytocin 100%; activation, % at 3 µM; actives 0.32% (n = 320,000); AID 2435;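 active means activation above the mean of all tested compounds plus 3 SD, cutoff set per screening run, cut at about 20% in these data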;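 further: peak over basal fluorescence ratio from a 100 s FLIPR kinetic read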
M1 PAM: potentiates human M1 receptor response to acetylcholine; CHO-K1 hM1, Fluo-8 calcium fluorescence, ACh EC20; 0% = ACh EC20, 100% = maximal ACh; actives 0.088% (n = 360,000); P11229; AID 588819; activation, % at 3 µM; in the data active means activation above about 19%, passing the limit was not always enough
OXTR potentiator: potentiators of human oxytocin receptor. actives 0.061% (n = 320,000). P30559. CHO-OTR cells, Fluo-8 calcium fluorescence, potentiator mode; 0% = oxytocin EC15, 100% = EC100. activation, % at 3 µM. AID 2445;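 active means activation above that plate's cutoff, the mean activation of tested compounds plus 3 SD, cut at about 6.6% in these data, passing the limit was not always enough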;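 further: 100% uses oxytocin at 75 nM as the full agonist control; some results filed as inactive read as strong as hits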
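Material: human OTR in CHO cells. Compound: 3.0 µM, one dose. Timing: compound 6 min at room temperature before oxytocin, 100 s read. Evaluation: % activation of max/min ratio relative to oxytocin controls. Replication: single well per compound, singlicate. Signal: Fluo-8 calcium dye fluorescence.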
TAAR1 antagonist: antagonists of human TAAR1; inhibition, % at 3 µM; Q96RJ0; actives 1.5% (n = 360,000); CHO RD-HGA16 TAAR1, Fluo-8 calcium fluorescence, antagonist;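 active means inhibition above a per-plate cutoff, the mean inhibition of test compounds on that plate plus 3 SD, cut at about 49% in these data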;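 further: 0% = DMSO plus EC80 beta-PEA response and 100% = DMSO alone without agonist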
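Test system – hTAAR1-expressing CHO RD-HGA16 cells, Gα16-coupled · Reagent – β-PEA at EC80 concentration, post-compound challenge · Compound dosing – 3 µM, single point · Timing – 140 s kinetic read after compound, 140 s after agonist · Detection – Fluo-8 intracellular calcium dye fluorescence, real-time kinetic reads · Control set – DMSO and EC80 PEA controls · Repeats – n of 1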
V1aR counter: counter-screen for oxytocin receptor agonists: human V1a receptor agonists | P37288 | CHO-V1R cells, Fluo-8 calcium fluorescence, agonist mode; 0% DMSO, 100% 3 nM vasopressin | activation, % at 3 µM | actives 0.25% (n = 320,000);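 active means activation above the mean activation of all tested compounds plus 3 SD, per screening run, cut at about 20% in these data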;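 further: signal is peak over basal fluorescence ratio across a 100 second FLIPR read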
Target sequence (P37288 whole entry, looked up): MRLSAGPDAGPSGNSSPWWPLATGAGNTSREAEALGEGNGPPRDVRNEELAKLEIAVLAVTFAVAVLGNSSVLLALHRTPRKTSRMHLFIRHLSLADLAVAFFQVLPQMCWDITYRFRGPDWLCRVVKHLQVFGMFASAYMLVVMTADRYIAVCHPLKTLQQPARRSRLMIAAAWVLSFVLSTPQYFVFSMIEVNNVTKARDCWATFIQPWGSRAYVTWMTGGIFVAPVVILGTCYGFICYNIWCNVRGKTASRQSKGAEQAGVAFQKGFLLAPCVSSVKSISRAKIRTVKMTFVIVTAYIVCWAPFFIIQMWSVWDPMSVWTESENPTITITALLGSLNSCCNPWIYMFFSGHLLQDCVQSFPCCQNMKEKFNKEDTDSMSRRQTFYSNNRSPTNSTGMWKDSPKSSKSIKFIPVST
CHO parental Ca: signal in parental CHO cells, OX1R antagonist counter-screen; parental CHO-K1, ATP-induced calcium, Fluo-8 fluorescence; inhibition, % at 5.6 µM; actives 0.63% (n = 330,000);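 active means inhibition above that plate's mean sample inhibition plus 3 SD, cut at about 26% in these data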;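 further: 0% = ATP-challenged DMSO wells and 100% = DMSO wells without ATP; some compounds past the cut are filed as inactive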
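test system = CHO parental line | reagent = ATP stimulus | measured by = intracellular calcium via Fluo-8 no-wash fluorescent dye | control set = ATP and no-ATP DMSO wells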
* marks the source's active call; other numbers are inactive results; nt = no result given.

Values in the order – CHRM1 antagonist	M1 ag	TAAR1 agonist	OXTR agonist	M1 PAM	OXTR potentiator	TAAR1 antagonist	V1aR counter	CHO parental Ca
- O=c1ccc2cc3c([nH]c4ccc(Br)cc43)oc-2c1O
    -25	-1	38*	-0.2	9	-11	11	-0.3	-6
- COc1ccc(NS(=O)(=O)c2ccc(O)c(NS(=O)(=O)c3ccc(NC(C)=O)cc3)c2)cc1
    4	-8	20	0.8	0	7	1	1.2	-7
- CCN(C(=O)COC(=O)c1ccccc1O)c1cccc2ccccc12
    -14	-4	6	-0.8	5	-2	28	-0.2	-26
- Cc1ccc(-c2[nH]nc(N)c2N=Nc2cccc(Cl)c2C)cc1
    14	-1	27	nt	0	nt	1	nt	nt
- O=C(CN1CCCC1)N1c2ccccc2Sc2ccccc21
    97*	-5	-1	0.0	-22	-1	13	1.2	-17
- CC(C)OCCCNC(=O)C(NS(=O)(=O)c1ccc2c(c1)c(=O)n(C)c(=O)n2C)c1ccccc1 (stereo not drawn)
    nt	nt	nt	-0.2	nt	-2	nt	-0.5	-23
- C(COC1CC2CC1C1C2CC2OC21)OC1CC2CC1C1C2CC2OC21 (stereo not drawn)
    -12	-2	1	nt	3	nt	7	nt	nt
- CCC(C)(C)NC(=O)C(c1ccncc1)N(C(=O)c1sc(C)nc1C)c1ccc(F)cc1 (stereo not drawn)
    10	-4	11	-2.1	-3	-2	7	-1.4	-10
- Cc1ccc(NC(C)C(=O)N/N=C/c2ccc([N+](=O)[O-])s2)cc1 (stereo not drawn)
    -13	-9	13	0.3	16	-6	15	0.5	-10
- COc1cc(NC(=O)N[C@@H](Cc2ccccc2)C(=O)O)cc(OC)c1
    -3	-6	0	-0.5	9	-1	-23	0.6	1
- O=C(CCCCCCCC(=O)N1CCCC1)N1CCCC1
    -3	-3	0	nt	4	nt	-2	nt	nt
- Cc1cc(C(=O)Nc2cccc3c2O[C@@H](CN(C)S(=O)(=O)c2ccccc2)[C@H](C)CN([C@@H](C)CO)C3=O)n(C)n1
    -1	-4	7	0.8	13	1	-7	1.0	-17
- CC1Cc2ccccc2N1c1ncnc2nc[nH]c12 (stereo not drawn)
    -6	-6	nt	0.0	-2	-5	nt	-0.3	-14
- S=C(NCc1ccccc1)NCc1ccc(Cl)cc1
    1	2	6	nt	-2	nt	22	nt	nt
- Cc1ccc(-c2nn(-c3ccccc3)cc2NC(=O)CCl)cc1
    -4	-7	2	-2.0	1	6	-29	-1.7	-13
- Cc1ccc(S(=O)(=O)N2CCC(C(=O)N3CCC[C@H]3C(=O)NCc3ccco3)CC2)cc1
    -11	-3	10	0.4	10	-4	1	0.0	-7
- CCCCCCSc1ccc(-c2nc3cnccn3c2NCCCC)cc1
    -3	-4	4	1.8	3	-9	2	0.6	-17
- S=c1[nH]nc(-c2ccco2)n1/N=C/C=C/c1ccccc1
    -9	-7	0	-1.9	12	1	4	-0.6	-7
- COc1ccc(-c2ccc(-c3noc(-c4ccco4)n3)c(OC)n2)cc1
    5	-3	4	-0.3	0	1	10	0.4	-5
- CS(=O)(=O)c1cnc(-c2ccccc2)nc1Oc1ccc(F)cc1
    -7	-4	6	-1.1	5	-3	3	-0.3	-11
- CC1CCN(CCCNC(=O)C2CC(=O)N(C3CCCCCC3)C2)CC1 (stereo not drawn)
    -1	-5	11	-0.1	2	-4	12	1.3	0
- COc1ccc(OCCN2CCOCC2)cc1
    -11	-1	3	0.3	6	0	-24	0.8	-1
- Cc1nnc(-c2cnn(C)c2N)n1Cc1ccc2c(c1)OCO2
    4	-2	1	0.4	0	-5	-3	1.0	-2
- CCCc1cc(C(=O)N/N=C/c2cccn2C)cs1
    0	-2	-2	-0.8	-3	-1	17	0.2	-2
- Cc1ccnc(NS(=O)(=O)c2ccc(NC(=O)C3COc4ccccc4O3)cc2)n1 (stereo not drawn)
    1	-4	2	0.8	4	2	2	0.8	-3
- CCC(CC)C(=O)Nc1nnc(S(=O)(=O)N(CC)c2ccc(OC)cc2)s1
    -5	-5	-1	nt	-2	nt	-15	nt	nt
- CCOc1cc(N2CCOCC2)c(OCC)cc1NC(=O)CCC1CCCC1
    -5	-5	14	-1.8	5	-3	7	-0.8	-12
- Cc1cccc(N2CCN(S(=O)(=O)c3cc(-c4cc(C)no4)ccc3C)CC2C)c1 (stereo not drawn)
    8	-1	-1	-0.9	-1	-23	-11	-0.3	4
- O=S(=O)(Nc1cc(C(F)(F)F)ccc1N1CCOCC1)c1ccc2ccccc2c1
    -7	-8	0	-0.1	2	-6	-7	-0.3	-29
- O=c1c2ccccc2c(C=Nc2ccc(O)cc2)c(O)n1-c1nccs1
    nt	nt	nt	1.8	nt	-21	nt	2.1	-9
- CCOc1cc(N2CCOCC2)c(OCC)cc1NC(=O)[C@H](C)NC(=O)c1ccco1
    -12	-1	3	0.2	14	-3	-9	0.7	-6
- CC(=O)c1cccc(NC(=O)/C(=C\c2cccnc2)NC(=O)c2ccccc2)c1
    0	-5	-2	0.3	3	-6	0	0.7	-14
- N#CCCCCn1ccc(NC(=O)c2ccc(Cl)cc2O)n1
    -2	2	-1	0.0	14	5	-23	1.8	5
- CC(=O)N1N=C(c2ccco2)CC1c1ccco1 (stereo not drawn)
    -11	-5	0	nt	8	nt	9	nt	nt
- CC(C)[C@H](NC(=O)c1ccccc1)C(=O)OCC(=O)Nc1ncc(Cl)cc1Cl
    -4	-2	-1	-0.5	3	-4	-2	0.2	-12
- O=C(c1ccccc1)c1ccc(OCC(O)CN2CCN(Cc3ccccc3)CC2)cc1 (stereo not drawn)
    6	-3	10	8.1	-11	-20	-9	8.8	-18
- COc1ccc(NC(C)=O)cc1NC(=O)C1CCCN1C(=O)c1cccs1 (stereo not drawn)
    -8	-4	2	nt	5	nt	-15	nt	nt
- COc1cccc(-c2cc(C(=O)N3C(C)CCCC3C)no2)c1 (stereo not drawn)
    -3	-7	9	-1.6	0	-8	20	-1.0	-15
- COc1ccc(-c2nc3ccccc3c(=O)n2NC(=O)Cc2ccccc2)cc1
    -11	-6	2	0.4	11	0	3	0.1	-12
- CC(=O)Nc1ccc(S(=O)(=O)Oc2ccc(Br)cc2C(=S)N2CCOCC2)cc1
    -12	4	11	0.8	9	-12	-20	0.5	-8
- CC(=O)c1sc2nc(-c3cccs3)cc(C(F)(F)F)c2c1N
    12	2	72*	27*	-2	-18	64*	14	32
- Cn1c(SCc2nnc(-c3ccc(F)cc3)o2)nnc1C1COc2ccccc2O1 (stereo not drawn)
    4	-2	0	1.7	6	-11	0	0.5	-3
- CN1C2=NCCN2C(=O)c2cc(Cl)ccc21
    -9	-5	3	0.1	3	-6	-46	0.9	-16
- COc1ccc(-c2nn(-c3ccccc3)cc2/C=C2/SC(=S)N(CCC(=O)O)C2=O)c(C)c1
    -17	0	-1	-0.7	15	-2	-12	-0.5	-13
- Cc1ccc(S(=O)(=O)NCC(=O)OCc2nnc(-c3ccccc3)o2)cc1C
    -16	-2	4	-1.3	7	-7	10	-0.2	8
- COc1ccc(/C=C(/NC(=O)c2ccc(C)cc2)C(=O)NCc2ccncc2)cc1
    -8	-7	0	-0.2	3	-5	-6	1.2	-11
- COc1ccc(-c2cn3cccnc3n2)cc1NC(=O)c1ccc(Br)o1
    -1	-3	8	-1.3	0	-5	14	-0.6	-15
- Cc1ccnc(NC(=O)c2ccc3c(c2)C(=O)N(CCC(C)C)C3=O)c1
    -20	-1	0	0.0	17	-7	1	0.8	-4
- Cc1ccc(/C=N\NC(=O)CC(=O)NCCc2ccccc2)cc1
    -16	-3	13	-1.3	11	-3	-3	0.1	-18
- COC(=O)c1ccc2c(=O)n(Cc3ccc(C(=O)NC4CCCC4)cc3)c(=S)[nH]c2c1
    -6	0	2	1.0	5	-12	1	0.7	1
- C#CCOCCOCCOCCNc1nc(N2CCN(C(=O)[C@H]([C@@H](C)CC)n3cc(CCCN=C(N)N)nn3)CC2)nc(N2CCN(C(=O)[C@H](CCCCN)n3cc(CCCC)nn3)CC2)n1
    -6	-12	10	-0.2	6	-5	1	0.3	-5
- Cc1cc(Cl)ccc1NC(=S)NCc1ccccc1
    6	-5	6	0.6	-7	-12	-1	0.4	-4
- CC(C)n1nnnc1SCC(=O)c1ccc2c(c1)OCCO2
    1	-2	7	0.5	5	-17	-4	0.5	-25
- O=C1CC(c2ccco2)Sc2ccccc2N1 (stereo not drawn)
    -8	-5	-1	-0.1	8	-17	6	0.5	-15
- CN(C(=O)CSc1ncnc2sc3c(c12)CCC3)C1CCS(=O)(=O)C1 (stereo not drawn)
    4	-4	1	0.8	1	-7	-11	0.9	-18
- CCc1ccccc1NC(=O)CNC(=O)CCNC(=O)Nc1ccccc1
    -7	-1	4	0.0	7	-3	-24	0.6	-6
- O=C(c1ccc(S(=O)(=O)N2CCOCC2)cc1)N1CCOCC1
    2	-4	3	1.0	-4	1	9	2.2	10
- O=C(c1cc([N+](=O)[O-])cc([N+](=O)[O-])c1)N1CCN(Cc2ccc3c(c2)OCO3)CC1
    -4	-5	-1	0.6	8	-2	-28	-0.3	-18
- CC(C)N(Cc1ccccc1)C(=O)CN1C(=O)NC2(CCOc3ccccc32)C1=O (stereo not drawn)
    -11	-3	2	1.4	9	-5	-4	1.1	-22
- Cc1cccc(C)c1NC(=O)C(NC=O)c1ccc(N(C)C)cc1 (stereo not drawn)
    -4	1	3	-0.4	5	-6	-16	1.4	-12

Other results:
Values in the order – CHRM1 antagonist	M1 ag	TAAR1 agonist	OXTR agonist	M1 PAM	OXTR potentiator	TAAR1 antagonist	V1aR counter	CHO parental Ca
- CCCCCOc1ccc(NC(=O)c2cc(SC)ccc2Cl)cc1
    5	-4	0	-0.3	-5	-5	2	1.6	-11
- COc1ccc(C(CNC(=O)Cc2ccc(-c3ccccc3)cc2)N(C)C)cc1 (stereo not drawn)
    42*	-11	5	3.8	-29	-9	-18	2.1	-11
- Cc1ccc(C(=O)NC(=S)Nc2ccc(N3CCOCC3)cc2)cc1C
    -8	-6	3	-0.3	10	-8	-23	0.3	-13
- O=C(NN1C(=O)c2ccccc2NC1c1ccco1)c1ccc([N+](=O)[O-])cc1 (stereo not drawn)
    1	-2	1	-1.8	2	-5	8	-0.5	-11

In another format: 2 of the compounds above.
SMILES,CHRM1 antagonist,M1 ag,TAAR1 agonist,OXTR agonist,M1 PAM,OXTR potentiator,TAAR1 antagonist,V1aR counter,CHO parental Ca
COc1ccc(C(CNC(=O)Cc2ccc(-c3ccccc3)cc2)N(C)C)cc1 (stereo not drawn),42*,-11,5,3.8,-29,-9,-18,2.1,-11
O=C(NN1C(=O)c2ccccc2NC1c1ccco1)c1ccc([N+](=O)[O-])cc1 (stereo not drawn),1,-2,1,-1.8,2,-5,8,-0.5,-11
